GRK2 aptamer HTS: inhibitors of human GRK2 displacing RNA aptamer; P25098; bead flow cytometry, FAM-aptamer displacement from GRK2; inhibition of aptamer binding, % at 10 µM; actives 0.59% (n = 330,000);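 active means inhibition of aptamer binding above 40%, roughly 3 SD of noise, on plates passing a quality check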;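 further: median bead fluorescence of bound FAM aptamer so fluorescent compounds give negative values; no value below 0 was filed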
Target sequence (P25098 whole entry, looked up): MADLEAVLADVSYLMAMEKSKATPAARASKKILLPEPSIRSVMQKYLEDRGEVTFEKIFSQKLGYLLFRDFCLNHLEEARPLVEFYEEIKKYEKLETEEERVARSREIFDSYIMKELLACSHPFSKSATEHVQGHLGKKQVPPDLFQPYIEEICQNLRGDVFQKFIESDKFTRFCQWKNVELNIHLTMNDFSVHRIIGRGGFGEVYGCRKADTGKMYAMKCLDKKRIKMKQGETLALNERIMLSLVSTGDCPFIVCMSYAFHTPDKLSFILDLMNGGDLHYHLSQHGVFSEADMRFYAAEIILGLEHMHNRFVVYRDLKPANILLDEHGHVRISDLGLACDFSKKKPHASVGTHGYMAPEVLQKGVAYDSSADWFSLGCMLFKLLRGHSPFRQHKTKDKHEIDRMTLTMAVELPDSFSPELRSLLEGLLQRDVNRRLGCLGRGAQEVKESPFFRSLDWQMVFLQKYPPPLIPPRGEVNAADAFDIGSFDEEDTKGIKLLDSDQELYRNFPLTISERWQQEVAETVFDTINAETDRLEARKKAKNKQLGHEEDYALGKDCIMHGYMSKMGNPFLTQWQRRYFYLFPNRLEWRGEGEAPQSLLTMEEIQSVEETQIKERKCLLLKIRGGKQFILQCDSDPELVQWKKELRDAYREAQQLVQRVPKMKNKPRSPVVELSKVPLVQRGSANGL
AGP1 TOR yeast: modulators of TOR pathway AGP1-GFP in S. cerevisiae | actives 0.02% (n = 320,000) | S. cerevisiae AGP1-GFP multiplex flow cytometry, 3 h; GFP as percent of DMSO wells | GFP response vs DMSO, % at 10 µM | AID 2066;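 active means GFP response relative to DMSO above a set limit, near screen average plus 3 SD, cut at about 150% in these data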;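 further: median GFP channel fluorescence of the gated AGP1 strain per well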
VLA-4 inh: inhibition in a human VLA-4 binding assay; P13612; VLA-4 expressing cells, ligand binding flow cytometry; inhibition, % (about 7 µM as worked out from the volumes in the protocol); actives 0.2% (n = 330,000); in the data active means inhibition above about 50%
CIT2 TOR yeast: alters CIT2-GFP fluorescence in TOR pathway yeast screen | S. cerevisiae CIT2-GFP strain, flow cytometry, 3 h; 100 means same as DMSO wells | GFP response vs DMSO, % at 10 µM | actives 0.065% (n = 320,000) | AID 2029;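 active means GFP response relative to DMSO above a set limit, near the screen mean plus 3 SD, cut at about 150% in these data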;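 further: ratio of well median GFP fluorescence to mean of DMSO wells on the plate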
LAP4-GFP MLPCN: alters LAP4-GFP fluorescence in TOR pathway yeast screen; S. cerevisiae LAP4-GFP multiplex, flow cytometry GFP, 3 h; median GFP as percent of DMSO wells; GFP response vs DMSO, % at 10 µM; actives 0.34% (n = 320,000);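 active means GFP response vs DMSO above a set limit, about the screen mean plus 3 SD, cut at about 150% in these data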
MEP2 TOR yeast: yeast TOR pathway MEP2-GFP modulation. actives 0.51% (n = 330,000). GFP response vs DMSO, % at 10 µM. AID 2016. S. cerevisiae MEP2-GFP strain, flow cytometry GFP, 3 h; 100% = DMSO control level;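 active means GFP response versus DMSO above a set limit, roughly screen mean plus 3 SD, cut at about 180% in these data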;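 further: median GFP fluorescence of the barcode-gated MEP2-GFP cells per well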
RPL19A TOR yeast: yeast TOR pathway RPL19A-GFP modulation; percent response vs DMSO, % at 10 µM; S. cerevisiae RPL19A-GFP strain, flow cytometry, 3 h; hits give low values; actives 0.3% (n = 330,000);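 active means percent response vs DMSO below 50%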;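 further: median channel GFP fluorescence of the barcoded RPL19A-GFP strain; ratio of sample median GFP to plate DMSO average so 100% = DMSO; lower means less RPL19A-GFP as with rapamycin TOR inhibition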
GASC-1 inh: inhibitors of human GASC-1 (JMJD2C) demethylase; inhibition, % at 2.35 µM; actives 0.069% (n = 330,000); AID 2099; GST-JMJD2C(1-420) H3K9me3 demethylation, DELFIA europium;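 active means more than half of a compound's replicate wells show inhibition beyond 50%, single wells judged on their own value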;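 further: signal counts dimethyl H3K9 product captured on neutravidin plate; 0% = median of DMSO wells and 100% = 0.3 times that DMSO median; strong numbers were not always called active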
Target sequence (Q9H3R0 1-420 limits assumed): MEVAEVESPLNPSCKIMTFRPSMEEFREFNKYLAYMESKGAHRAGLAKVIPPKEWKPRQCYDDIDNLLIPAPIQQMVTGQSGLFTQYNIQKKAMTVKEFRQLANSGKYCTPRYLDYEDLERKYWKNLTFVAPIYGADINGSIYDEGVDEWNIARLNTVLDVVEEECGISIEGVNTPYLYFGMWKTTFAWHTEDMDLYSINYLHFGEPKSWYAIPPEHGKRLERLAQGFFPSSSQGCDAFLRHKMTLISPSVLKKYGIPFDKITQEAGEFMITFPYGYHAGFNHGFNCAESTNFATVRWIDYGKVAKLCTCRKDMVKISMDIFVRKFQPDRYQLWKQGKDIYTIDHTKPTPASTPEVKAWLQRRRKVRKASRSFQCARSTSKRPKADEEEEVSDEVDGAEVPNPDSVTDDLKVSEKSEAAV
The depositor's hits bear a star; i = inactive; · = not tested or not shown; & = joins results of further samples.

SMILES | GRK2 aptamer HTS | AGP1 TOR yeast | VLA-4 inh | CIT2 TOR yeast | LAP4-GFP MLPCN | MEP2 TOR yeast | RPL19A TOR yeast | GASC-1 inh
Cc1cc(NC(=O)CCC(=O)N(c2ccc(F)cc2)C(C(=O)NC2CCCC2)c2ccc(C)o2)no1 (centres undefined) | 1 | 98 | 11 | 99 | 93 | 105 | 103 | -2
Cc1n[nH]c(=O)c2c(NC(=O)COC(=O)c3cc(F)cc(F)c3)oc(C)c12 | 0 | 108 | 0 | 93 | 114 | 99 | 101 | 3
COc1cccc(-n2nnnc2SCC(=O)Nc2ccc3c(c2)OCCO3)c1 | 0 | 109 | 5 | 99 | 95 | 101 | 99 | 2
CCOc1ccc(/C=N/Nc2ccc(C(F)(F)F)cc2[N+](=O)[O-])cc1O | 1 | 104 | -21 | 101 | 94 | 105 | 105 | -21
O=C(CSc1ccccc1C(=O)O)c1ccc(Cl)cc1 | 0 | 99 | 13 | 87 | 100 | 99 | 100 | -1
COC(=O)C1CSC(C(=O)OC)N1C(=O)Nc1ccc(Cl)c(Cl)c1 (centres undefined) | 1 | 102 | 8 | 104 | 103 | 101 | 98 | 2
C=CCn1cc(/C=N/N2C(=O)C3C4C=CC(C4)C3C2=O)c2ccccc21 (centres undefined) | 0 | 96 | 0 | 101 | 96 | 113 | 102 | -8
C(=N\Nc1nc(N2CCCC2)nc(N2CCCC2)n1)/c1ccccc1OCc1ccccc1 | 2 | 95 | 6 | 96 | 112 | 100 | 97 | -9
N#C/C(=C/c1ccc(-c2ccc(Br)cc2)o1)C(=O)NC1CCCCC1 | 1 | 94 | 15 | 106 | 104 | 113 | 101 | -2
CC(=O)Nc1cccc(NC(=O)CSc2nnc3ccc(-c4ccncc4)nn23)c1 | 0 | 106 | -1 | 113 | 97 | 102 | 96 | -2
CCOc1cc2[nH]c(=S)n(CCC(=O)NCc3ccc(OC)cc3)c(=O)c2cc1OCC | 3 | 95 | 23 | 99 | 95 | 98 | 98 | 11
CSCC[C@H](NC(=O)[C@@H]1Cc2ccccc2CN1)C(=O)NC1CCCCC1 | 0 | 105 | -6 | 111 | 95 | 106 | 103 | 10
COc1cc(C(=O)Nc2nc(C)cc(C)n2)cc(OC)c1OC | 1 | 113 | 4 | 105 | 117 | 96 | 100 | 21
CC(=O)Nc1ccc(N)cc1 | 4 | 104 | 3 | 87 | 105 | 96 | 98 | 6
Cc1cccc(-n2ncc3c(NCCc4ccc(S(N)(=O)=O)cc4)ncnc32)c1 | 1 | 104 | 9 | 102 | 98 | 104 | 99 | -7
C[C@H]1CCC(=O)N([C@H](CN=[N+]=[N-])Cc2ccccc2)CC1 | 5 | 83 | 4 | 88 | 118 | 88 | 89 | -16
CCOc1ccc(-c2nnn(CC(=O)Nc3cccc(OC)c3)n2)cc1OCC | 3 | 100 | -9 | 102 | 104 | 106 | 98 | 17
CSCCC(NC(=O)COc1ccccc1)C(=O)OCCOc1ccc(F)cc1 (centres undefined) | 2 | 99 | 15 | 89 | 105 | 101 | 96 | -2
Cc1cccc(-n2c(SCC(=O)Nc3nonc3C)nnc2-c2ccoc2C)c1 | 0 | 99 | 12 | 95 | 99 | 105 | 97 | 1
C=CCc1ccc(OCCOCCOc2cccc3ccc(C)nc23)c(OC)c1 | 2 | 106 | 3 | 103 | 97 | 106 | 97 | 8
Cc1ccc(CNC(=O)c2ccc3c(=O)[nH]c4c(C(=O)NCC5CCCO5)sc(=S)n4c3c2)cc1 (centres undefined) | 16 | 99 | 3 | 96 | 102 | 97 | 95 | -3
Cc1ccccc1-n1ncc2c1CC(C)(C)CC2NC(=O)c1ccncc1 (centres undefined) | 0 | 96 | 19 | 97 | 88 | 97 | 98 | -1
COC(=O)c1cccc(C(=O)N2CCC(CCC(=O)NCc3ccc(F)cc3)CC2)c1 | 4 | 101 | 8 | 97 | 93 | 113 | 98 | 2
CCOc1ccc(-c2ccc(/C=C3/C(=N)N4C(C)=CSC4=NC3=O)o2)c([N+](=O)[O-])c1 | 1 | 113 | -15 | 103 | 103 | 107 | 105 | -1
Cc1cc(=O)oc2cc(OCC(=O)OCC(=O)Nc3c(C)n(C)n(-c4ccccc4)c3=O)ccc12 | 1 | 98 | 13 | 93 | 98 | 98 | 99 | 3

In a second layout: entries from further up.
Under each structure – GRK2 aptamer HTS	AGP1 TOR yeast	VLA-4 inh	CIT2 TOR yeast	LAP4-GFP MLPCN	MEP2 TOR yeast	RPL19A TOR yeast	GASC-1 inh
- COc1cccc(-n2nnnc2SCC(=O)Nc2ccc3c(c2)OCCO3)c1
  0	109	5	99	95	101	99	2
- CCOc1ccc(/C=N/Nc2ccc(C(F)(F)F)cc2[N+](=O)[O-])cc1O
  1	104	-21	101	94	105	105	-21

Further entries follow:
SMILES | GRK2 aptamer HTS | AGP1 TOR yeast | VLA-4 inh | CIT2 TOR yeast | LAP4-GFP MLPCN | MEP2 TOR yeast | RPL19A TOR yeast | GASC-1 inh
COC(=O)C1(CCSC)NC(c2ccccc2F)C2C(=O)N(c3ccc4c(c3)OCCO4)C(=O)C21 (centres undefined) | 0 | 101 | -4 | 103 | 102 | 102 | 110 | 30
COc1ccccc1C(=O)NCC1CCN(c2ccc(S(=O)(=O)N3CCOCC3)cc2)CC1 | 5 | 99 | 10 | 95 | 96 | 99 | 93 | -2
COc1ccc(-c2csc(N3CCN(S(=O)(=O)c4ccc5c(c4)NC(=O)CO5)CC3)n2)cc1 | 2 | 106 | 4 | 103 | 93 | 103 | 102 | -3
CCSc1cc(N2CC(C)OC(C)C2)nc(-c2ccccc2Cl)n1 (centres undefined) | 3 | 93 | 3 | 91 | 99 | 106 | 96 | 0
COc1ccc(CNC(=O)CC2C[C@H](C(=O)N3CCOCC3)[C@@]3(CCC4CCCC4)c4[nH]c5ccccc5c4CCN3C2=O)cc1OC (some centres undefined) | 10 | 92 | -11 | 89 | 96 | 85 | 89 | -1
Nc1ccc2nc(CN3CCOCC3)[nH]c2c1 | 4 | 94 | 10 | 93 | 90 | 98 | 96 | -4
CC1CN(S(=O)(=O)c2cccc(C(=O)OC/C(O)=C(\C#N)c3nc4ccccc4[nH]3)c2)CC(C)O1 (centres undefined) | 5 | 101 | 13 | 103 | 105 | 108 | 99 | -12
O=C(Nc1ccccc1)N1CCN(CCc2ccccc2)CC1 | 2 | 93 | 8 | 100 | 95 | 101 | 100 | 5
COc1ccc2[nH]c(=O)c(CN(C(=O)COc3ccccc3)C(C)C)cc2c1 | 2 | · | 14 | 115 | 104 | 107 | 103 | -7
Cc1nn(C)c(Oc2ccccc2)c1CCNS(=O)(=O)c1ccc(F)cc1 | 2 | 110 | 3 | 109 | 114 | 102 | 110 | 33
Cc1ccccc1C(=O)NC1CCN(CC(=O)Nc2ccccc2)CC1 | 7 | 132 | 15 | 97 | 86 | 101 | 104 | 4
O=C(Nc1ccc(F)cc1)c1cccnc1 | 0 | 101 | 4 | 101 | 96 | 112 | 105 | -7
Cc1ccc2c(CN3CCN(S(=O)(=O)c4ccc5c(c4)OCCO5)CC3)cc(=O)oc2c1C | 4 | 103 | 13 | 98 | 102 | 104 | 98 | -21&6
Cc1ccc(Cl)c(NC(=O)CN(C)CC(=O)Nc2ccc(F)c(F)c2F)c1Cl | 1 | 103 | -2 | 103 | 99 | 98 | 100 | -2
COCCN(C(=O)c1ccco1)c1nc(-c2ccccc2)cs1 | 2 | 93 | -6 | 99 | 100 | 110 | 104 | 0
COc1ccc(N2CCN(Cc3cc(=O)oc4cc(C)c(Cl)cc34)CC2)cc1 | 0 | 97 | 12 | 100 | 99 | 101 | 105 | ·
Cc1ccc(C(=O)N2CCCC(CCC(=O)NCc3ccccc3F)C2)cn1 (centres undefined) | 0 | 95 | -8 | 93 | 108 | 94 | 97 | 1
Cc1ccc(C(=O)N/N=C/c2cccc(OC(=O)/C=C/c3ccco3)c2)cn1 | 14 | 100 | 2 | 104 | 101 | 105 | 97 | 4
O=C(NCCCn1ccnc1)c1nc(Cn2cc(Br)cn2)no1 | 0 | 105 | -19 | 118 | 91 | 107 | 104 | -9
O=C(NC1CCCCCC1)c1ccc(Cl)c(S(=O)(=O)N2CCOCC2)c1 | 2 | 100 | 25 | 100 | 92 | 101 | 99 | 5
C[C@@H]1CCC2[C@](C)(CO)[C@@H](O)CC[C@]2(C)[C@@]12C[C@](CO)(CC(=O)O)CO2 (some centres undefined) | 2 | 73 | 6 | 98 | 72 | 85 | 92 | 6
Cn1c(CNC(=O)c2ccco2)nnc1SCC(=O)N1CCN(c2ccccc2F)CC1 | 2 | 102 | 2 | 104 | 96 | 103 | 103 | 1
ClCC1NCC(c2ccccc2Cl)c2c1[nH]c1ccccc21 (centres undefined) | 0 | 99 | -49 | 94 | 90 | 101 | 99 | -2
N/C(=N\OC(=O)c1ccc(Cl)cc1[N+](=O)[O-])c1ccccn1 | 0 | 79 | 2 | 81 | 126 | 103 | 102 | 17
CCOC(=O)c1c(C)[nH]c(C)c1S(=O)(=O)NCC1CCN(Cc2cccc(F)c2)CC1 | 0 | 94 | 1 | 95 | 92 | 96 | 97 | -3

Compound profiles, from the list above. Screens in order: GRK2 aptamer HTS | AGP1 TOR yeast | VLA-4 inh | CIT2 TOR yeast | LAP4-GFP MLPCN | MEP2 TOR yeast | RPL19A TOR yeast | GASC-1 inh
`Cn1c(CNC(=O)c2ccco2)nnc1SCC(=O)N1CCN(c2ccccc2F)CC1` reads 2 | 102 | 2 | 104 | 96 | 103 | 103 | 1
`COc1ccc(CNC(=O)CC2C[C@H](C(=O)N3CCOCC3)[C@@]3(CCC4CCCC4)c4[nH]c5ccccc5c4CCN3C2=O)cc1OC` (some centres undefined) reads 10 | 92 | -11 | 89 | 96 | 85 | 89 | -1

Continued.
SMILES | GRK2 aptamer HTS | AGP1 TOR yeast | VLA-4 inh | CIT2 TOR yeast | LAP4-GFP MLPCN | MEP2 TOR yeast | RPL19A TOR yeast | GASC-1 inh
COc1ccc(N2CCN(Cc3cc(OC)c(O)c([N+](=O)[O-])c3)CC2)cc1 | 0 | 93 | 28 | 105 | 80 | 103 | 104 | -3
CCC(Oc1cc(Cl)ccc1Cl)C(=O)NN1C(=O)C2C3CCC(C3=C(C)C)C2C1=O (centres undefined) | 0 | 102 | 3 | 96 | 100 | 105 | 95 | -9
CCCC(=O)Nc1nc(-c2ccc3c(c2)OCCO3)cs1 | 0 | 85 | 24 | 95 | 118 | 90 | 92 | -1
CCOC(=O)C1CCCN(C(=O)c2ccc3nc(-c4ccccc4)c(-c4ccccc4)nc3c2)C1 (centres undefined) | 0 | 104 | 7 | 102 | 96 | 96 | 103 | 2
O=C(NNc1ccccc1)Nc1ccccc1F | 0 | 98 | 5 | 100 | 90 | 105 | 102 | -4
CCN(CC(=O)Nc1cc(Cl)ccc1C)C(=O)C1CC(=O)N(Cc2ccccc2)C1 (centres undefined) | 1 | 98 | 1 | 92 | 99 | 99 | 99 | 3
CSc1cccc2sc(NC(=O)C3=COCCO3)nc12 | 3 | 105 | 15 | 96 | 104 | 99 | 98 | 1
CC(C(=O)O)n1c(C(F)(F)F)nc2ccccc21 (centres undefined) | 0 | 101 | 10 | 102 | 97 | 98 | 101 | i
CCCN(CC(=O)Nc1ccc(F)c(F)c1F)Cc1cc(=O)n2ccsc2n1 | 0 | 100 | 1 | 100 | 99 | 98 | 97 | -40
COCCNC(=O)CN(Cc1ccc(F)cc1)C(=O)CCC(=O)Nc1nccs1 | 2 | 104 | -2 | 115 | 99 | 104 | 102 | -14
COc1ccc(CCNC(=O)COc2ccc3c(C)cc(=O)oc3c2)cc1OC | 1 | 107 | 16 | 106 | 97 | 102 | 102 | 21
CC(C)C(=O)NC(c1ccccc1)c1cc([N+](=O)[O-])c2cccnc2c1O (centres undefined) | 17 | 107 | -3 | 117 | 101 | 96 | 106 | 11
C/C(=N\NC(=O)C1CCCC1)c1ccc(Cl)cc1 | 3 | 92 | -4 | 104 | 70 | 101 | 110 | -1
Cc1ccc(NC(=O)CCCN2C(=O)c3cccc4cccc(c34)C2=O)cc1 | 0 | 101 | 21 | 98 | 96 | 100 | 104 | 3

Screens deposited in PubChem BioAssay by several laboratories.
